# Pf Dd2 growth: Plasmodium falciparum Dd2 growth inhibition; Potency, µM (doses to about 28.9 µM), without a hit: at the highest dose activity, negative = inhibition, hits mostly inhibitors; P. falciparum Dd2 growth, SYBR Green, 72 h; 4.3% of 120,000 active; active = well fitted inhibition curve with a large enough effect; inconclusive = small, poorly fitted or top-dose-only effect; inactive = no such curve, though single readings can be large or run the other way;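 note: plate controls were DMSO vehicle for no effect and reference drug for full effect; nearly all actives have a fitted effect of over 65% in size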
#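 Infected erythrocytes (Dd2, 0.3% parasitemia, 2.5% hematocrit final) are added to compound in RPMI-1640/Albumax II medium, grown 72 h at 37C in low oxygen, then lysed with saponin/Triton-X containing SYBR Green and read by fluorescence.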
# Numbers without * were called inactive; i = inactive; ? = inconclusive; [ ] = another dose, or the depositor's remark. Potency is the fitted concentration of half-maximal effect. The list is partial. The share of hits here may be higher or lower than overall.
no.	SMILES	Pf Dd2 growth
1	Cc1oc2c(c1C(=O)NCCN1CCCC(C)C1)CN(Cc1cccc(F)c1)CC2 (stereo unspecified)	?
2	COCCNC(=O)C1c2ccccc2C(=O)N(Cc2ccco2)C12CCCC2 (stereo unspecified)	-5%
3	Cc1oc2c(c1C(=O)NCCCN1CCCCC1)CN(Cc1ccccc1)CC2	?
4	CCOc1ccc(NC(=O)Cn2c(=O)n(Cc3ccco3)c(=O)c3oc4ccccc4c32)cc1	-25%
5	CN(CCC(C)(C)O)C(=O)c1cc2c(C(F)(F)F)nn(C)c2s1	-19%
6	COc1ccc2c(c1)c1c(c(=O)n(-c3cccc(C)c3)c(=O)n1CC(=O)NCc1ccc(C)cc1)n2C	20%
7	O=C(NC1CC1)C1CCc2nnc(-c3cccc(C(F)(F)F)c3)n21 (stereo unspecified)	16%
8	Cc1ccc(NC(=O)N[C@H]2C[C@@](O)(C(=O)N[C@@H](Cc3ccc(O)cc3)C(N)=O)C[C@@H](O)[C@@H]2O)cc1	-5%
9	Cc1ccc(S(=O)(=O)N(C)C(C)c2cccs2)cc1 (stereo unspecified)	i
10	COc1ccc(-c2ccnc(-c3nnc(C)n3C3CCCCC3)c2)cc1OC	-1%[44.1 µM]
11	O=C1N[C@H](CCC(=O)N2CCC(c3nnc4ccccn34)CC2)C(=O)Nc2ccccc21	-14%
12	CC(C)c1nc2ccc(C(=O)NCCCN3CCN(c4cccc(Cl)c4)CC3)cc2o1	-2%
13	CCN1CCN(c2oc(/C=C/c3ccc(OC)c(OC)c3)nc2C#N)CC1	?
14	Cc1cc(N)n(CC(=O)N[C@@H]2COCC[C@H]2Oc2ccc(C(N)=O)cc2)n1	19%
15	O=C(NC1CCCC1)C1CCN(C(=O)N2CC3CC(C2)[C@H]2CCCC(=O)N2C3)CC1 (stereo partly specified)	-21%
16	CCc1ccccc1NC(=O)CN1CCCN(Cc2cc(C)ccc2C)S1(=O)=O	11%
17	CCc1ccccc1CN1CCC2(CC1)Cc1ccccc1CNC2=O	-9%
18	CCc1ccc2oc(-c3cc(NC(=O)c4cccs4)ccc3Cl)nc2c1	-16%
19	COc1ccc(Cl)cc1NC(=O)N1CC(=O)Nc2sc3c(c2C1c1ccccc1)CCCC3 (stereo unspecified)	11µM*
20	Cc1ccc(C)c2c(C)c(C(=O)N3CCCC(O)(CN4CCCC4)C3)[nH]c12 (stereo unspecified)	11µM*
21	Cc1cccc(N2CCN(c3nc4ccc(C(=O)c5ccccc5)cc4n4cnnc34)CC2C)c1 (stereo unspecified)	26%
22	COC(=O)c1sc(NC(=O)/C=C/c2ccc(OC)c(OC)c2)c(C(=O)OC)c1C	-19%
23	CCOc1ccc(NC(=O)N2CC3CC(C2)[C@H]2CCCC(=O)N2C3)cc1 (stereo partly specified)	-5%
24	O=C1NCC2(CCN(C(=O)c3ccc(Cl)cc3)CC2)Oc2ccccc21	10%
25	O=C(c1cc2c(s1)CCC(C(=O)N1CCN(c3ccccc3)CC1)C2)N1CCOCC1 (stereo unspecified)	i

# Part of the list above in order of SMILES length, ascending:
no.	SMILES	Pf Dd2 growth
3	Cc1oc2c(c1C(=O)NCCCN1CCCCC1)CN(Cc1ccccc1)CC2	?
13	CCN1CCN(c2oc(/C=C/c3ccc(OC)c(OC)c3)nc2C#N)CC1	?
1	Cc1oc2c(c1C(=O)NCCN1CCCC(C)C1)CN(Cc1cccc(F)c1)CC2 (stereo unspecified)	?
21	Cc1cccc(N2CCN(c3nc4ccc(C(=O)c5ccccc5)cc4n4cnnc34)CC2C)c1 (stereo unspecified)	26%
11	O=C1N[C@H](CCC(=O)N2CCC(c3nnc4ccccn34)CC2)C(=O)Nc2ccccc21	-14%
8	Cc1ccc(NC(=O)N[C@H]2C[C@@](O)(C(=O)N[C@@H](Cc3ccc(O)cc3)C(N)=O)C[C@@H](O)[C@@H]2O)cc1	-5%

# New compounds follow:
no.	SMILES	Pf Dd2 growth
26	CN(Cc1cccnc1)c1nc2c(c(=O)[nH]1)CCN(Cc1ccccc1C(F)(F)F)CC2	?
27	Cc1ccccc1N1Cc2c(NCC3CCCCC3)ncnc2N(C)CC1=O	i
28	Fc1ccc2nc(CO[C@H]3CN(CC4CC4)C[C@H]3F)[nH]c2c1	11µM*
29	CCN(c1ccccc1C)S(=O)(=O)c1nnc(NC(=O)c2ccc(OC)c(OC)c2)s1	?
30	CCOc1ccc(N(CC)S(=O)(=O)N2CCCC(C(=O)NCc3ccc(Cl)cc3)C2)cc1 (stereo unspecified)	347%[activator][5.79 µM]
31	CC1(C)O[C@H]2[C@@H](O1)[C@@H](C(=O)Nc1cc(F)ccc1F)O[C@@H]1OC(C)(C)O[C@@H]12	-17%
32	CCOC(=O)C1CCC(CN(Cc2c(Cl)cccc2Cl)S(=O)(=O)c2ccc(Cl)cc2)CC1 (stereo unspecified)	i
33	Cc1cc(C)c2oc(C(=O)Nc3sc4c(c3C(=O)NCc3ccco3)CCC4)cc(=O)c2c1	38%[activator]
34	O=C(C1CCCN(S(=O)(=O)c2cccc3nsnc23)C1)N1CCN(c2ccccc2Cl)CC1 (stereo unspecified)	?
35	CCC1CN(C(=O)Nc2cc(Cl)c(OC)cc2OC)c2ccccc2O1 (stereo unspecified)	-18%
36	CC(C)C[C@@H](N)C(=O)N1CCC2(CC1)Nc1ccccc1NC2=O	3%
37	CCCN(CCC)C(=O)CSc1c2c(nc3ccc(Cl)cc13)CCCC2	i
38	COc1cccc(CN2CCC3(CC2)NCCc2c3[nH]c3ccc(OC)cc23)c1	-19%
39	CCc1ccc(S(=O)(=O)c2cn(CC)c3cc(N4CCCCC4)c(F)cc3c2=O)cc1	?
40	O=C(NC1CC1)[C@@H]1C[C@H](Oc2ccccc2)CN1C(=O)C1(c2ccccc2)CC1	?
41	N#Cc1ccccc1NC(=O)C(=O)NCC(c1ccc2c(c1)OCO2)N1CCOCC1 (stereo unspecified)	-11%
42	Cc1nc(CN2CCN(C(=O)c3cnc(-c4cccnc4)nc3)CC2)no1	4%
43	O=C(Nc1ccc(Cl)nc1)c1ccc2cncn2c1	i
44	O=C(NCCc1ccccc1)C(=O)NCC(c1ccco1)S(=O)(=O)c1ccccc1 (stereo unspecified)	31%[activator][5.79 µM]
45	COc1ccc(C(=O)Nc2nnc(S(=O)(=O)N3CCN(c4ccc(F)cc4)CC3)s2)cc1	29%
46	COc1cccc(C(=O)N2CCC(N3C[C@H](O)C[C@H]3C(=O)Nc3cccc(C)c3)CC2)c1	?
47	Cc1cccc(C(=O)N2CCCC(c3nn[nH]n3)C2)c1 (stereo unspecified)	12%
48	COc1cccc(N2CCN(C(=O)c3cc4c(=O)n(Cc5cccnc5)ccc4nc3C)CC2)c1	-24%
49	CNC(=O)c1cc[nH]c1C1CCCN(C(=O)CC2=CCCCC2)C1 (stereo unspecified)	-14%
50	Cc1nc(N2CCC(NC(=O)c3ccc(F)cc3)CC2)cc(C(F)(F)F)n1	?

# Compounds above with a cyano group:
no.	SMILES	Pf Dd2 growth
13	CCN1CCN(c2oc(/C=C/c3ccc(OC)c(OC)c3)nc2C#N)CC1	?
41	N#Cc1ccccc1NC(=O)C(=O)NCC(c1ccc2c(c1)OCO2)N1CCOCC1 (stereo unspecified)	-11%

# Reprinted at random: 2 entries already listed
no.	SMILES	Pf Dd2 growth
43	O=C(Nc1ccc(Cl)nc1)c1ccc2cncn2c1	i
50	Cc1nc(N2CCC(NC(=O)c3ccc(F)cc3)CC2)cc(C(F)(F)F)n1	?

# Continuation:
no.	SMILES	Pf Dd2 growth
51	CC(C)=CCC1(CO)CCCN(C(=O)CCN2CCCCCC2=O)C1 (stereo unspecified)	-10%
52	Cn1cc(-c2ccc3c(n2)CN(Cc2ccc(C(F)(F)F)cc2)C(=O)CO3)cn1	?
53	CC(C)C(=O)Nc1ccc2nc(SCC(=O)N3CCCC3)sc2c1	?
54	Cn1c(CN2CCCCC2)nnc1C1CCCN(C(=O)c2cocn2)C1 (stereo unspecified)	?
55	Clc1cccc(-c2cnc([C@@H]3COCCN3Cc3cnc[nH]3)[nH]2)c1	?
56	CCOc1ccc2ncc3c(-c4ccc(C)cc4)nn(-c4cccc(F)c4)c3c2c1	-4%
57	Cn1cc(S(=O)(=O)c2ccccc2)c(=O)c2cc(F)c(N3CCN(c4ccc(F)cc4)CC3)cc21	?
58	COc1ccccc1NC(=O)N1CCN(Cc2nc3ccc(C)cc3o2)CC1	32%[activator]
59	Cc1ccc(C(=O)NCC(c2cccnc2)N2CCc3ccccc32)cc1C (stereo unspecified)	?
60	Cc1cc(C)cc(NC(=O)N2CCCC(Cn3cnc4cccnc43)C2)c1 (stereo unspecified)	-11%
61	COc1ccc(CN2CCC3(CC2)CC(c2cccnc2)=NO3)cc1	-19%
62	COC1CCOC2(CCN(S(=O)(=O)c3c(C)noc3C)CC2)C1 (stereo unspecified)	-6%
63	COc1ccc(C2Cn3cnc(-c4nc(-c5ccc(SC)cc5)no4)c3CO2)cc1 (stereo unspecified)	i
64	COc1cccc(CNC(=O)Cn2c(=O)oc3cc(S(=O)(=O)N4CCCC4)ccc32)c1	i
65	CSCC(=O)N1CC[C@H](NC(=O)Nc2ccc(F)cc2F)[C@H]1C(=O)N(C)CC(N)=O	-15%[44.1 µM]
66	O=C(CSc1nncn2c1cc1occc12)Nc1ccccc1C(F)(F)F	-15%
67	CC1(c2ccccc2)N(Cc2ccccc2C#N)C(=O)OC12CCN(Cc1ccccc1F)CC2 (stereo unspecified)	?
68	O=C(NCCC1CCN(C(=O)Nc2ccc(F)cc2)CC1)c1cc(F)ccc1F	-2%
69	COc1ccc(-n2c(=O)c3ccccc3n(Cc3ccc(F)cc3Cl)c2=O)cc1OC	22%
70	CN(C)c1cccc(C(=O)N2CCC(c3c[nH]c4ccccc34)(c3c[nH]c4ccccc34)CC2)c1	4µM*
71	CCCn1c(C)cnc1C1CCN(C(=O)C2CCCC2)C1 (stereo unspecified)	-13%
72	COc1ccc(-c2nn(-c3ccccc3)cc2CN2CCCC(C#N)C2)c(F)c1 (stereo unspecified)	?
73	COCCN(Cc1cnn(C)c1)C(=O)C1CC2(CCNCC2)CN1 (stereo unspecified)	7%
74	O=C(c1ccccc1)N1CCC(Oc2cccc(F)c2)(C(=O)O)CC1	-11%
75	CCn1nc(C)c(-c2cc(C(=O)NCC3Cn4cccc4CN3C)no2)c1C (stereo unspecified)	?
76	CCc1ccc(CN2CCOC(Cc3ccc(OC)cc3)C2)o1 (stereo unspecified)	-12%
77	COc1ccccc1CN1CCC(CNC(=O)c2cnn(-c3ccc(C)c(C)c3)c2C2CCN(C(=O)OC(C)(C)C)CC2)CC1	?
78	CCC(Oc1ccccc1)C(=O)N1CCN(Cc2cc(=O)n3nc(-c4cccc(C)c4)sc3n2)CC1 (stereo unspecified)	?
79	O=c1c2oc3ccccc3c2n(Cc2cccc(Cl)c2)c(=O)n1Cc1ccc2c(c1)OCO2	10µM*
80	CCOc1ccccc1NC(=O)c1sc2nc(-c3ccc(OC)cc3)ccc2c1N	16%
81	COc1cccc(CCC(=O)N2CCN(C(=O)c3nnn4c3COC(c3ccc(C)cc3)C4)CC2)c1 (stereo unspecified)	-19%
82	OCC1(O)CCN(C2CCN(c3ccc4c(c3)OCO4)CC2)CC1	3%
83	COc1ccc(NC(=O)Cn2cccc2-c2nc(-c3ccccc3)no2)cc1	3.2µM*
84	CN1CCCN(CC(=O)N2CCN(C)C3(CCNC(=O)CC3)C2)CC1 (stereo unspecified)	9%
85	COc1ccc(NC(=O)Cn2cc(C(=O)c3cccs3)c3ccccc32)cc1	-21%
86	COc1ccc(CNC(=O)Cn2c(C)cc3nc4n(c(=O)c32)CCC4)cc1	-7%
87	Cc1noc2c(NCCc3ccccn3)cc(-c3ccc(Cl)cc3)nc12	0%[44.1 µM]
88	Cc1noc2c(-c3cccnc3N3CCOCC3)cc(-c3ccccc3)nc12	i
89	CC(=O)c1ccc(NC(=O)Cn2c(-c3ccc(Cl)cc3)nc(C)cc2=O)cc1	18%
90	CNC(=O)[C@@H]1CN(S(=O)(=O)c2cccc(C#N)c2)C[C@H]1C1CCN(C)CC1	-3%
91	COc1cccc(CNC(=O)CN2C(=O)COc3ccc(S(=O)(=O)N4CCCCC4)cc32)c1	1%
92	CCc1nc(-c2cc(S(=O)(=O)N3CCN(c4ccccc4)CC3)ccc2OC)no1	26%
93	CC(=O)NC1(C)CCN(Cc2ccc(Nc3ccc(N4CCOCC4)c(F)c3)cc2)C1 (stereo unspecified)	i
94	CCCCCN1C(C(=O)c2ccccc2)=C(NC(=O)c2ccccc2Cl)c2ccccc2S1(=O)=O	-7%
95	COc1ccc(Cn2c(=O)c3cccnc3n(Cc3cccc(F)c3)c2=O)cc1	-9%
96	Cc1nc2c(cnn2-c2ccccc2Cl)c(=O)n1-c1ccc(C(C)C)cc1	i
97	COc1ccc(OC)c(CNC(=O)CN2CC3CC(C2)[C@H]2CCCC(=O)N2C3)c1 (stereo partly specified)	-3%
98	CCN(CC)C(=O)N1CCCC(Cc2ncc(C)n2Cc2ccccc2)C1 (stereo unspecified)	?
99	COc1cccc(NC(=O)C2(C)CCCc3cnc(N(C)C)nc32)c1 (stereo unspecified)	i
100	Cc1cc(C)c(NC(=O)CSc2ncc(S(=O)(=O)c3ccc(C(C)(C)C)cc3)c(=O)[nH]2)c(C)c1	13%
101	Cc1ccc(C(=O)N[C@H]2CO[C@H]3[C@@H]2OC[C@@H]3n2cc(-c3ccccc3)nn2)cc1	i
102	O=C1NC2(CCCN([S+](=O)([O-])c3ccsc3)C2)COc2ccccc21 (stereo unspecified)	i

# Screening results from PubChem.
